Screens: PubChem BioAssay, several laboratories
cardiac RTF act = cardiac RTF calcium sensitivity activators, primary screen, biochemical, IANBD-TnC fluorescence, EC20 calcium. Troponin I, cardiac muscle (Homo sapiens) + Troponin T, cardiac muscle (Homo sapiens) + …. IANBD-labeled TnC RTF fluorescence at EC20 calcium; 0% EC20 calcium, 100% full calcium. activation, % at 7.2 µM. actives 0.24% (n = 340,000). AID 493008, 2010;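 active means activation above the mean over all tested compounds plus 3 SD, cut at about 30% in these data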;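 further: rise in fluorescence read as greater calcium sensitivity of cardiac thin filaments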
CAL PDZ FP-1 = untagged CAL PDZ binding inhibitors, primary screen, biochemical, fluorescence polarization, HTS; purified CAL PDZ, TMR-peptide fluorescence polarization, 1 h; inhibition, % at 24.9 µM; actives 0.92% (n = 300,000); AID 602252, 2012;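 active means mean inhibition of at least 30% with at least half of replicates also reaching 30%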;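 further: 0% = DMSO neutral control and 100% = excess unlabeled competitor peptide PRC23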
Tat transport = E. coli Tat export inhibitors, primary screen, MC4100, TorA-mCherry reporter, fluorescence, single point. actives 0.036% (n = 340,000). inhibition, % at 10 µM;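 active means mean replicate inhibition at least 50% and at least half of replicates individually reaching 50%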;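 further: exported cargo escapes ClpAP degradation while cytoplasmic cargo is degraded and loses fluorescence; 0% = median of neutral control wells and 100% = median of NaSCN control wells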
Rtt109 Vps75 = inhibitors of C. albicans Rtt109/Vps75 HAT, primary screen, biochemical, ThioGlo CoA-SH fluorescence, plate reader. inhibition, % at 34.9 µM. Histone acetyltransferase RTT109 (Candida albicans (strain SC5314 / ATCC MYA-2876)), …. actives 0.16% (n = 330,000). purified Rtt109/Vps75, 4 h. AID 540336, 2011;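 active means inhibition of at least 50% in every replicate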
CDK5 p35 inh = inhibitors of human CDK5/p35 kinase, primary screen, biochemical, single concentration | Cyclin-dependent kinase 5 (Homo sapiens) + Cyclin-dependent kinase 5 activator 1 (Homo … | Recombinant CDK5/p35, ADP-Glo luminescence, 60 min | inhibition, % at 10 µM | actives 0.01% (n = 330,000) | AID 488839, 2010;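 active means highest replicate inhibition of at least 50% and at least 75% of replicates reaching 50%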;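 further: plate controls were DMSO neutral control for no effect and GW8510 at 10 µM for full effect; many of its hits are not listed in these tables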
Target sequence (Q00535 whole entry, looked up): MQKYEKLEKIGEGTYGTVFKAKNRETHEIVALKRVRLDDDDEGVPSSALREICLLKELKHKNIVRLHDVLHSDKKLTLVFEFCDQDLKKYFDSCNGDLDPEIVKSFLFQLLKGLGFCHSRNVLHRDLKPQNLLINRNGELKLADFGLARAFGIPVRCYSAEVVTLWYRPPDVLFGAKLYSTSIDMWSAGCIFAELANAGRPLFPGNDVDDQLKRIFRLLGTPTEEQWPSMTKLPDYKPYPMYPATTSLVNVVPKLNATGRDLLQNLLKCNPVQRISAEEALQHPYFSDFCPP
Target sequence (Q15078 whole entry, looked up): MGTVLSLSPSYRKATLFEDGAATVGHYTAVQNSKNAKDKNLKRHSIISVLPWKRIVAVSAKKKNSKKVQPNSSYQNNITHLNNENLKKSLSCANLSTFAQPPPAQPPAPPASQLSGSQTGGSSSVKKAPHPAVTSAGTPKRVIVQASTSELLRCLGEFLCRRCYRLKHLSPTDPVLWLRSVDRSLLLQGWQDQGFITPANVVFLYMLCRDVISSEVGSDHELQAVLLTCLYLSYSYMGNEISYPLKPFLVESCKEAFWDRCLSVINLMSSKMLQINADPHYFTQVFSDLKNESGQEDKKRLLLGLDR
MITF act = activators of MITF-driven TRPM1 promoter reporter, primary screen, cell-based, SK-MEL-5, luciferase, single point. SK-MEL-5 TRPM1-promoter luciferase, 24 h; % of positive control, neutral wells = 0. activation, % at 12.5 µM. actives 0.75% (n = 300,000). AID 588334, 2011;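 active means mean activation of at least 80% with every replicate also reaching 80%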;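 further: 0% = neutral control wells and 100% = parthenolide positive control wells; values of inactives mirror those of a sister screen read the other way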
CAL PDZ FP-2 = CAL PDZ peptide-binding inhibitors, primary screen, biochemical, fluorescence polarization, Cer-tagged CAL PDZ, HTS | Golgi-associated PDZ and coiled-coil motif-containing protein (Homo sapiens), Q9HD26 | purified CAL PDZ, TMR-peptide fluorescence polarization, 1 h | inhibition, % at 20 µM | actives 0.02% (n = 330,000) | AID 504414, 2011;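 active means highest replicate inhibition of at least 40%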;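 further: plate controls were DMSO neutral control wells for no effect and unlabeled competitor peptide control wells for full effect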
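Test system: tagged CAL PDZ domain / Buffer or medium: sodium phosphate/NaCl buffer pH 7.4 with TCEP, IgG, Thesit / Reagent: TMR-labelled reporter peptide T*-PRC34 bound in PDZ groove / Compound dosing: single point, 20 µM / Schedule: 1 h incubation at room temperature before polarization reading / Technique: fluorescence polarization (mP) / Benchmarks: unlabelled peptide, DMSO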
Wnt bcat act = Wnt/beta-catenin pathway activators, primary screen, cell-based, plate reader, single point; activation, % at 9.35 µM; Wnt/beta-catenin reporter cell assay, activator; AID 743398, 2014; actives 1.2% (n = 300,000); in the data active means activation above about 30%, passing the limit was not always enough;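 further: 0% = neutral control wells and 100% = positive control wells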
V-ATPase pH = regulators of yeast V-ATPase proton pumping, primary screen, pHLuorin cytosolic pH fluorescence. S. cerevisiae. response, % at 10 µM. actives 0.37% (n = 350,000); in the data active means response mostly above about 7.3%, no sharp cut-off; inactive means mostly below about 5.4%; further: actives read high; inactives centre near 0; some compounds called inactive have numbers as strong as hits
dFosB activator = activators of delta FosB homodimer, primary screen, biochemical, fluorescence polarization, TAMRA-CDK5 oligo, single point | AID 493131, 2011 | purified delta FosB; percent of positive-control signal above neutral wells | actives 0.99% (n = 340,000) | activation, % at 25 µM | Protein FosB (Mus musculus), P13346;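 active means mean activation above about 17%, with every replicate also reaching it, limit read from the data, passing the limit was not always enough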;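 further: fluorescence polarization rise as delta FosB binds a TAMRA Cdk5 AP-1 oligo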
Target sequence (P13346 whole entry, looked up): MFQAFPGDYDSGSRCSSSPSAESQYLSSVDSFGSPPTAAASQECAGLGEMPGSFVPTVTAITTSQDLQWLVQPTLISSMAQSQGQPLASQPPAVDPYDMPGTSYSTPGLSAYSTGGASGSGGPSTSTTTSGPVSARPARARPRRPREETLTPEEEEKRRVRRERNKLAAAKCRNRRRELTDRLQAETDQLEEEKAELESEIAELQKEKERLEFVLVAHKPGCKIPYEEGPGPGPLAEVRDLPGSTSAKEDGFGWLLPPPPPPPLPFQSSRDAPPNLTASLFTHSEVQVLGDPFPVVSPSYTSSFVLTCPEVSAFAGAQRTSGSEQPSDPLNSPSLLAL
Starred values were filed as active, the others as inactive; nt = no result given.

dFosB activator	V-ATPase pH	CAL PDZ FP-2	molecule	MITF act	cardiac RTF act	Wnt bcat act	Rtt109 Vps75	CDK5 p35 inh	CAL PDZ FP-1	Tat transport
-3.1	4.8	-2.2	COc1ccc(CNC(=O)COc2ccc(S(=O)(=O)N3CCOCC3)cc2C)cc1	-2.4	-0.2	0.7	4.2	-0.6	0.8	-7.9
-3.1	0.7	nt	COc1cccc(/C=N/Nc2ccc(S(=O)(=O)O)cc2)c1O	2.7	-1.9	nt	-10.3	-0.6	-2.7	0.0
-5.8	-0.3	-1.2	O=C(NCC(=O)N1CCN(c2ccc(C(F)(F)F)cn2)CC1)c1ccc(Br)o1	-0.4	-2.4	-6.0	-4.7	0.4	-5.9	1.6
-1.0	1.2	-0.8	CCCCCCCCNCCS(=O)(=O)NCCCCCCCC	-29.6	-3.0	1.4	11.3	-1.2	-1.5	1.8
-13.0	0.7	-1.2	COc1ccc(C2(C)NC(=O)N(CC(=O)c3cc(C)n(C4CC4)c3C)C2=O)cc1 (stereo unspecified)	-8.6	-2.2	-1.0	2.5	-1.5	-3.1	-10.9
-4.7	0.1	0.1	Cn1c(SCC(=O)Nc2ccc3c(c2)OCCO3)nnc1C(F)(F)F	5.8	-1.8	3.7	-10.0	0.7	15.2	1.4
-11.7	-1.6	-4.0	CC1C(=O)N2CCCc3cc(NC(=O)COc4ccc(Cl)cc4)cc1c32 (stereo unspecified)	-5.3	-7.4	-0.7	2.7	-0.4	-3.8	2.5
2.9	-2.0	-1.2	COC(=O)CCC(C)N1CCC(Oc2ccc(C(=O)N3CCCC3)cc2)CC1 (stereo unspecified)	-7.8	-8.4	1.6	-2.6	-2.3	-0.1	-2.2
-9.8	3.5	-0.1	CCc1nccn1CCC(=O)NC1CC(C)(C)Cc2c1cnn2-c1cccc(F)c1 (stereo unspecified)	-9.7	-1.6	0.1	-6.8	0.2	-1.9	5.5
17.9*	-0.7	-0.2	NS(=O)(=O)c1ccc(CCNC(=O)C2CCC(Cn3c(=S)[nH]c4ccccc4c3=O)CC2)cc1 (stereo unspecified)	-4.5	0.9	-1.5	-15.3	0.0	nt	2.5
-11.7	5.6	-0.9	COc1cc2c(C(=O)N3CCN(C)CC3)c(CSc3ccccc3)n(C)c2cc1Br	-4.9	-1.6	nt	0.8	0.2	4.0	6.7
-1.4	-2.8	-1.8	O=C(CSc1nc(=O)n2ccccc2n1)Nc1cccc2ccccc12	-20.4	-0.5	1.1	-3.7	-1.1	-0.6	3.5
6.3	-3.2	-2.0	C=CCNC(=O)C1CC(=O)N(c2ccc(OCc3ccccc3Cl)cc2)C1 (stereo unspecified)	nt	-0.6	7.3	0.1	0.6	nt	-5.1
-1.9	-0.6	-0.7	O=C(CSc1ncccc1-c1nc2ccccc2[nH]1)N1CCCCC1	-3.4	-0.3	-1.4	-5.7	1.3	nt	-1.4
-2.7	0.3	-3.2	COc1ccc(NC(=O)CCNC(=O)Cn2ccc3ccccc3c2=O)cc1OC	5.3	1.2	nt	-8.8	-1.5	-1.5	-1.1
2.2	0.6	0.3	COc1ccc(CNC(=O)c2nnn(Cc3ccc(OC)cc3)c2N)cc1	3.4	11.7	2.1	2.1	-1.3	-3.1	19.4
-0.3	-3.9	-0.1	CC12CCC(=O)C=C1CCC1C2C(=O)CC2(C)C1CC[C@]2(O)C(=O)CO (stereo partly specified)	-0.8	-3.6	-0.8	-2.6	2.0	nt	-12.1
9.3	1.4	-0.6	CCOc1ccccc1/C=C/C(=O)c1ccc(Cl)cc1	-5.9	7.8	6.4	7.5	-8.6	-1.9	0.1
-0.8	2.7	0.5	Cc1ccc[n+](CC(=O)Nc2ccc(C)c(C)c2)c1	nt	1.7	-1.2	-6.0	-0.5	-0.7	-3.2
0.1	-1.1	0.3	CC1(C)C(c2ccc(Cl)cc2)=[N+]([O-])C2(CCCC/C2=N\O)N1O (stereo unspecified)	6.2	3.4	nt	-2.4	0.4	4.2	-4.8
-2.1	-0.6	-0.7	Cc1cc(NS(=O)(=O)c2ccc(NC(=O)c3cccnc3)cc2)nc(C)n1	1.3	-3.0	2.5	-4.0	0.6	-5.2	-4.6
-1.2	-3.1	-3.7	Cc1ccc(OC(=O)c2cccc(S(=O)(=O)N3CCN(C)CC3)c2)c(Br)c1	-13.2	-2.4	1.1	9.7	1.9	-1.0	1.3
-1.4	2.0	0.2	CCN1CCN(c2cc3c(cc2F)c(=O)c(C(=O)O)cn3C2CC2)CC1	3.6	7.4	0.6	8.7	0.0	0.0	146.4*
-2.2	5.0	-0.2	O=C(CN1C(=O)C(=O)c2ccccc21)NC1CCCCC1	-2.7	1.3	2.4	-2.0	-1.5	0.6	5.0
1.8	2.1	0.1	Cc1ccc(C)n1-c1ccc(NC(=O)c2ccccc2)cc1	-5.2	2.0	-2.4	5.0	0.7	3.0	-5.1
-13.0	3.8	-12.5	C=CCn1c(SCC(C)=O)nc2scc(-c3ccc(C)o3)c2c1=O	74.9	0.1	11.1	2.4	0.6	-2.9	-2.6
-2.6	0.8	-0.7	O=C(Nc1ccccc1C(=O)NCC1CCCO1)c1ccc(Cl)cc1 (stereo unspecified)	1.2	-3.7	3.2	1.2	-2.5	-3.8	15.4
-3.1	-1.7	-0.8	O=C(OCc1ccccc1)Oc1cncc(C(=O)O)c1	-2.3	-0.3	nt	nt	-1.4	-2.8	16.9
-6.6	-1.1	-2.3	CCc1ccc(NC(=O)CSCc2ccc(C(=O)O)cc2)cc1	8.2	0.9	-0.5	-4.3	7.3	1.9	-2.5
-12.6	-2.3	-0.7	N/C(=N\OC(=O)COc1ccc(Cl)cc1Br)c1ccncc1	92.0*	0.9	45.3*	-6.2	-0.4	-3.4	-2.0
1.0	-0.3	-0.9	O=C(Nc1ccc2c(c1)nc1n2CCOC1)c1ccco1	25.0	10.2	12.9	5.7	1.6	-1.4	-10.7
-0.1	-2.2	0.9	CCCCN(C(=O)C1CCCO1)c1c(N)n(CCC)c(=O)[nH]c1=O (stereo unspecified)	-5.1	-2.2	-0.6	-1.3	0.1	nt	5.3
4.6	0.1	-1.3	COC(=O)CSc1nc(C)cc(C)c1C#N	6.2	-0.1	-6.8	1.7	0.6	5.9	5.9
-2.6	2.1	-0.3	C[C@H](CO)N1C[C@H](C)[C@@H](CN(C)S(=O)(=O)c2ccc(F)cc2)Oc2ccc(NS(=O)(=O)c3ccccc3)cc2C1=O	11.6	9.0	-6.1	9.3	2.1	-2.7	-7.6
-5.0	-5.7	-2.1	COc1ccccc1C(=O)C1CCCN(C(=O)CCn2cnnn2)C1 (stereo unspecified)	1.9	-0.2	-0.7	49.0	2.9	-4.4	-5.9
-0.8	-4.5	-2.4	Cn1c(SCC(=O)OC2CCCCC2)nnc1-c1ccco1	10.6	-1.9	nt	2.4	-0.8	1.6	7.9
-13.1	4.4	-0.3	O=C(Nc1cccc(Cl)c1)/C(=C\c1cccnc1)NC(=O)c1ccco1	-8.1	-0.3	0.9	nt	1.0	20.1	-7.2
0.2	-2.7	0.2	COc1cc(S(=O)(=O)NC2CC(C)(C)NC(C)(C)C2)c(OC)cc1Cl	-0.9	-4.3	0.3	2.3	1.2	-0.1	8.2
-18.1	0.7	-0.2	Cc1cc(C)c2c(n1)nn1c(N3CCN(c4ccccc4)CC3)cc(C)nc21	nt	-3.5	nt	nt	-1.3	-3.7	19.7
-3.7	2.9	-1.8	O=C1C2C3C=CC(CNS(=O)(=O)c4ccccc4[N+](=O)[O-])(O3)C2C(=O)N1c1ccccc1 (stereo unspecified)	-3.5	-6.8	-0.4	4.3	0.4	-3.2	1.5

Structures from the list above that contain a CF3 group:
dFosB activator	V-ATPase pH	CAL PDZ FP-2	molecule	MITF act	cardiac RTF act	Wnt bcat act	Rtt109 Vps75	CDK5 p35 inh	CAL PDZ FP-1	Tat transport
-5.8	-0.3	-1.2	O=C(NCC(=O)N1CCN(c2ccc(C(F)(F)F)cn2)CC1)c1ccc(Br)o1	-0.4	-2.4	-6.0	-4.7	0.4	-5.9	1.6
-4.7	0.1	0.1	Cn1c(SCC(=O)Nc2ccc3c(c2)OCCO3)nnc1C(F)(F)F	5.8	-1.8	3.7	-10.0	0.7	15.2	1.4

(further entries)
dFosB activator	V-ATPase pH	CAL PDZ FP-2	molecule	MITF act	cardiac RTF act	Wnt bcat act	Rtt109 Vps75	CDK5 p35 inh	CAL PDZ FP-1	Tat transport
-12.2	4.7	-4.1	Nc1cccc(-c2csc(-n3ncc(C(=O)O)c3C(F)(F)F)n2)c1	-14.0	-1.0	-2.2	-6.2	-1.1	-10.7	13.4
0.8	-5.6	-0.3	CC(C)C(=O)Nc1ccc([N+](=O)[O-])c(C(F)(F)F)c1	-9.8	1.8	-3.5	18.7	2.3	-0.6	-12.8
-14.5	0.5	-2.7	O=C(c1cnn2c(-c3ccccc3)cc(-c3ccccc3)nc12)N1CCN(Cc2ccccc2)CC1	15.0	1.8	-2.2	-1.9	0.5	1.9	9.6
0.6	0.4	-1.3	COc1ccc(C)cc1NC(=O)C(OC(=O)CNC(=O)c1ccc(Br)cc1)c1ccccc1 (stereo unspecified)	-2.1	10.3	-0.8	-4.3	-1.4	-2.7	8.0
-9.1	3.5	0.6	CCOC(=O)N1CCN(C(=O)Cn2ccc3c(OC)cccc3c2=O)CC1	nt	7.0	1.6	-0.9	-1.4	nt	-2.9
-2.8	0.5	1.3	O=C(CCNC(=O)c1ccc([N+](=O)[O-])cc1)Nc1ccc(F)cc1	-2.6	1.6	-0.6	-0.3	1.6	-2.9	-2.4
-4.8	-3.2	-0.7	COc1cc(C(=O)NCCc2ccc(S(=O)(=O)N3CCCC3)cc2)cc(OC)c1OC	-4.1	4.0	-1.4	-8.6	0.5	nt	6.8
-9.8	-0.6	-0.5	CCN(CC)S(=O)(=O)c1cccc(C(=O)OCC(=O)NC(C)c2ccccc2)c1 (stereo unspecified)	3.4	-1.9	-7.5	-24.8	-0.3	-1.8	-3.2
-3.5	1.6	-1.0	CCCCn1c(CNC(=O)CCC)nc2ccccc21	-11.9	0.7	-2.1	-2.5	0.2	nt	-7.8
-10.5	1.8	-1.5	CC1Cc2ccccc2N1C(=O)Cn1c(=O)cc(O)c2ccccc21 (stereo unspecified)	7.8	2.1	-8.4	-14.0	-0.6	-6.8	-2.6
-14.6	3.3	-1.9	CCN(CC)C(=O)CS(=O)(=O)CC(=O)Nc1cc(OCCOC)c(Cl)cc1Cl	-13.0	5.8	1.0	2.8	1.0	-5.1	-0.5
